From PubChem
USP17 block – inhibitors of human USP17 deubiquitinase. A8MUK1. purified USP17, Ub-rhodamine cleavage fluorescence, 3 h. inhibition, % at 50 µM. 47,000 tested, 6.5% active. AID 1645855
USP28 inh – human USP28 deubiquitinase inhibition; Q96RU2; purified USP28, Ub-rhodamine cleavage fluorescence, 30 min; inhibition, % at 25 µM; 47,000 tested, 3% active; AID 1645857
USP8 block – inhibitors of human USP8 deubiquitinase; inhibition, % at 20 µM; 47,000 tested, 4.2% active; AID 1645853; purified USP8, Ub-rhodamine cleavage fluorescence, 30 min; P40818
Target sequence (P40818 whole entry, looked up): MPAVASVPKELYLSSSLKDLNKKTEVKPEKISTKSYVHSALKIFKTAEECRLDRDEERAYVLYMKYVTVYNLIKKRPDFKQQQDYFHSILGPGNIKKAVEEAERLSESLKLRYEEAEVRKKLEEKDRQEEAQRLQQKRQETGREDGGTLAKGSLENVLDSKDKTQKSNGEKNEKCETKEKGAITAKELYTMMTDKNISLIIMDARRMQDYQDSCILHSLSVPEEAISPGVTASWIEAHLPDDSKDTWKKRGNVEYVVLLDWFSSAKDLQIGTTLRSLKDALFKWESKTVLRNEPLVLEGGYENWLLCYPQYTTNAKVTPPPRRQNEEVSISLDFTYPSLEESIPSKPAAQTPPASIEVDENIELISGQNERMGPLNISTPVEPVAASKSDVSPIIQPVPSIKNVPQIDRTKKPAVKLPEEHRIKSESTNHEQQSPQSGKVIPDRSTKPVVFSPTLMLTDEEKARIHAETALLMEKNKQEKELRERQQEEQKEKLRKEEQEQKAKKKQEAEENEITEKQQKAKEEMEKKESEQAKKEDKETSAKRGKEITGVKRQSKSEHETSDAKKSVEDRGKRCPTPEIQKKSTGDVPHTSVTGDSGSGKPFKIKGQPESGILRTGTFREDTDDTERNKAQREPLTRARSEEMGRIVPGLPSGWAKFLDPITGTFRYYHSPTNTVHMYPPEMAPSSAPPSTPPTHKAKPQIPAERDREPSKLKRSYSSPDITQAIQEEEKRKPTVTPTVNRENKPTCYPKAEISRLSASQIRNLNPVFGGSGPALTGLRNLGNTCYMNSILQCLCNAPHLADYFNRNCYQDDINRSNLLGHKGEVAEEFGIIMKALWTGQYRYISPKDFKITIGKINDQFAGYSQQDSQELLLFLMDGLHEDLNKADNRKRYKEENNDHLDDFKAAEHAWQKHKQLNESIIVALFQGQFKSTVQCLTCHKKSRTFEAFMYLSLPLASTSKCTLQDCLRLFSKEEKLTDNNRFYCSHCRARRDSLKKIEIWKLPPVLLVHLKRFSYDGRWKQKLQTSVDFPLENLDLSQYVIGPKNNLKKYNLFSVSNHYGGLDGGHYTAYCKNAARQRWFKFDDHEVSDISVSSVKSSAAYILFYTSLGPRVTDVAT
OTUD3 block – human OTUD3 deubiquitinase inhibition. Q5T2D3. purified OTUD3, Ub-rhodamine fluorescence, 2 h. inhibition, % at 25 µM. 47,000 tested, 0.7% active. AID 1645858
USP10 block – human USP10 deubiquitinase inhibition; 47,000 tested, 1.1% active; Q14694; purified USP10, Ub-rhodamine fluorescence, 60 min; inhibition, % at 20 µM; AID 1645856
UCHL1 block – human UCHL1 deubiquitinase inhibition | 47,000 tested, 0.2% active | inhibition, % at 20 µM | purified UCHL1, Ub-rhodamine cleavage fluorescence | P09936
USP30 block – inhibitors of human USP30 deubiquitinase. purified USP30, Ub-rhodamine cleavage fluorescence. 47,000 tested, 5.3% active. inhibition, % at 25 µM. AID 1645860
USP7 block – inhibitors of human USP7 deubiquitinase | Q93009 | purified USP7, Ub-rhodamine cleavage fluorescence | inhibition, % at 20 µM | 47,000 tested, 0.3% active
Active calls of the source: *. Cut-off read from the data, not from the text of the source: active = inhibition above about 30%; inactive = the rest.

Results for NC(=O)c1ccc(NC(=O)Cc2cc(-c3ccccc3)on2)cc1 ?
USP17 block: 30; USP28 inh: -10; USP8 block: -13; OTUD3 block: -55; USP10 block: -4; UCHL1 block: -3; USP30 block: -134; USP7 block: 1

Results for CCOc1ccnc2c1c(=O)n(CC(=O)NC1CCCCC1)c(=O)n2C ?
USP17 block: 16; USP28 inh: 2; USP8 block: 6; OTUD3 block: -2; USP10 block: -5; UCHL1 block: -3; USP30 block: 4; USP7 block: -1

How did Cc1nc(C)n(CC2CCCN2Cc2nc(C)c(C)o2)n1 (stereo not drawn) do in these assays?
USP17 block: -42; USP28 inh: -45; USP8 block: -20; OTUD3 block: -24; USP10 block: -3; UCHL1 block: -13; USP30 block: -177; USP7 block: -12

What do the screens show for `CCc1csc(-c2cn(CC(=O)Nc3cc(C)ccc3C)cn2)n1`?
USP17 block: 49*; USP28 inh: -2; USP8 block: 39*; OTUD3 block: 0; USP10 block: 5; UCHL1 block: 3; USP30 block: -66; USP7 block: 6

Results for COc1ccc(S(=O)(=O)c2nnn(-c3cccc(OC)c3)c2C)cc1 ?
USP17 block: -11; USP28 inh: 0; USP8 block: 5; OTUD3 block: 3; USP10 block: 1; UCHL1 block: 1; USP30 block: -13; USP7 block: -12

What do the screens show for `COc1cccc2c1OCC(NS(=O)(=O)c1ccc(NC(C)=O)cc1)C2` (stereo not drawn)?
USP17 block: -18; USP28 inh: -10; USP8 block: -6; OTUD3 block: -7; USP10 block: 0; UCHL1 block: -1; USP30 block: 0; USP7 block: 0

How did CC(C)Cn1c(=O)[nH]c2c(C(=O)N3CCCCC3)snc2c1=O do in these assays?
USP17 block: -4; USP28 inh: 0; USP8 block: -3; OTUD3 block: -4; USP10 block: 0; UCHL1 block: 0; USP30 block: -7; USP7 block: -3

What do the screens show for `NC(=O)CN1CCCC(c2cncc(Oc3ccccc3)n2)C1` (stereo not drawn)?
USP17 block: -3; USP28 inh: -5; USP8 block: -3; OTUD3 block: -2; USP10 block: 0; UCHL1 block: -2; USP30 block: -2; USP7 block: -2

Results for Cc1cccc(NC(=O)Cn2c(N3CCCCC3)nc(C)cc2=O)c1 ?
USP17 block: -10; USP28 inh: -5; USP8 block: 3; OTUD3 block: 0; USP10 block: 4; UCHL1 block: 1; USP30 block: -11; USP7 block: -13

What do the screens show for `CCN1C[C@H]2COc3ccc(C)cc3[C@H]2N(C(=O)c2ccccc2OC)CCC1=O`?
USP17 block: 3; USP28 inh: 0; USP8 block: 17; OTUD3 block: 7; USP10 block: -1; UCHL1 block: 6; USP30 block: 1; USP7 block: 6

Results for CCOC(=O)c1cc2c(ccn2C)n1CC(=O)N(Cc1ccccc1)c1ccccc1 ?
USP17 block: 29; USP28 inh: -36; USP8 block: 55*; OTUD3 block: -27; USP10 block: -11; UCHL1 block: -39; USP30 block: -198; USP7 block: -46

How did CCCn1ccc(C(=O)N2CCCCC2c2cc(=O)n3[nH]ccc3n2)n1 (stereo not drawn) do in these assays?
USP17 block: -5; USP28 inh: 5; USP8 block: -26; OTUD3 block: 1; USP10 block: 1; UCHL1 block: 2; USP30 block: 7; USP7 block: 3

Results for O=C(Nc1ccc2c(c1)OCO2)c1c2c(nc3ccccc13)CCN(Cc1ccccc1)C2 ?
USP17 block: -110; USP28 inh: -127; USP8 block: -46; OTUD3 block: -157; USP10 block: -4; UCHL1 block: -27; USP30 block: inactive; USP7 block: -21

Results for Cc1nc(-c2csc(S(=O)(=O)Nc3cccc(Cl)c3C)c2)no1 ?
USP17 block: 12; USP28 inh: 14; USP8 block: 16; OTUD3 block: 10; USP10 block: 8; UCHL1 block: 2; USP30 block: 15; USP7 block: 5

How did O=C(C1Cn2ccnc2C2(CCN(Cc3ccccc3)CC2)O1)N1CCCCC1 (stereo not drawn) do in these assays?
USP17 block: -48; USP28 inh: -9; USP8 block: -275; OTUD3 block: 0; USP10 block: -7; UCHL1 block: 1; USP30 block: -28; USP7 block: -2

How did O=C(c1nc(-c2ccc3cc[nH]c3c2)no1)N1CCN(c2ccc(F)cc2)CC1 do in these assays?
USP17 block: -4; USP28 inh: 0; USP8 block: -1; OTUD3 block: -8; USP10 block: 4; UCHL1 block: 4; USP30 block: -21; USP7 block: 1

How did Cc1nc2c(c(-c3ccc(O)cc3)n1)CCNCC2 do in these assays?
USP17 block: 13; USP28 inh: -1; USP8 block: 46*; OTUD3 block: 5; USP10 block: -7; UCHL1 block: -4; USP30 block: -10; USP7 block: -2

What do the screens show for `Cc1snc(Sc2ncc(C(F)(F)F)cc2Cl)c1C#N`?
USP17 block: 0; USP28 inh: 3; USP8 block: -4; OTUD3 block: -5; USP10 block: 2; UCHL1 block: 0; USP30 block: -8; USP7 block: -14

Results for O=C(/C=C/c1ccc(Cl)cc1Cl)NCCCn1ccnc1 ?
USP17 block: 7; USP28 inh: 7; USP8 block: 3; OTUD3 block: 4; USP10 block: 0; UCHL1 block: 1; USP30 block: 9; USP7 block: -2

How did CCN(CC)c1ccc2nnc(CCC(=O)Nc3cccc(C(C)=O)c3)n2n1 do in these assays?
USP17 block: 19; USP28 inh: 2; USP8 block: -5; OTUD3 block: -5; USP10 block: -3; UCHL1 block: 0; USP30 block: -38; USP7 block: 4

How did Cc1cccc(OCCNC(=O)c2nc(-n3cnnc3)ccc2Br)c1 do in these assays?
USP17 block: -15; USP28 inh: -16; USP8 block: -23; OTUD3 block: -13; USP10 block: -5; UCHL1 block: -10; USP30 block: -47; USP7 block: -14

How did CCn1cnnc1C1CCN(C(=O)c2cc(-c3ccccc3)n[nH]2)CC1 do in these assays?
USP17 block: -4; USP28 inh: -8; USP8 block: -7; OTUD3 block: 0; USP10 block: -1; UCHL1 block: -1; USP30 block: -11; USP7 block: 2

Results for CC1(C(=O)NC2CCCC2)CCC(=O)N1Cc1ccc(Cl)cc1 (stereo not drawn) ?
USP17 block: 2; USP28 inh: -5; USP8 block: 4; OTUD3 block: -2; USP10 block: 0; UCHL1 block: -3; USP30 block: -20; USP7 block: 3

Results for CC1CCN(S(=O)(=O)c2nn(C)cc2C(=O)NC2CCCCCC2)CC1 ?
USP17 block: -50; USP28 inh: -6; USP8 block: -209; OTUD3 block: -8; USP10 block: -3; UCHL1 block: 2; USP30 block: -14; USP7 block: -47

Results for Cc1ccc2c(c1)[nH]c(=O)c1nc(C(=O)Nc3ccccc3C)nn12 ?
USP17 block: 24; USP28 inh: -20; USP8 block: -11; OTUD3 block: -18; USP10 block: -4; UCHL1 block: -5; USP30 block: -135; USP7 block: -2

Results for Cc1ccc(NC(=O)C2CCCN(c3cc(=O)n(C)c(=O)n3C)C2)cc1C (stereo not drawn) ?
USP17 block: -21; USP28 inh: -14; USP8 block: -6; OTUD3 block: -2; USP10 block: -1; UCHL1 block: -2; USP30 block: -11; USP7 block: 0

How did CCc1ccc2nc(NC(=O)C3(c4ccccc4)CC3)sc2c1 do in these assays?
USP17 block: 14; USP28 inh: -2; USP8 block: 20; OTUD3 block: 3; USP10 block: 2; UCHL1 block: -1; USP30 block: -1; USP7 block: -2

Results for CN(C)CCN1[C@H]2CCN(C(=O)CC3CC3)CC[C@@H]2Oc2ccccc2S1(=O)=O ?
USP17 block: -10; USP28 inh: 0; USP8 block: -16; OTUD3 block: 1; USP10 block: -2; UCHL1 block: 0; USP30 block: -9; USP7 block: 2

Results for Cc1ccccc1-c1nc(CC(=O)Nc2ccccc2)no1 ?
USP17 block: -7; USP28 inh: -18; USP8 block: -20; OTUD3 block: -18; USP10 block: -8; UCHL1 block: -2; USP30 block: -101; USP7 block: -5

What do the screens show for `Cc1ccc2ncc(S(=O)(=O)c3ccccc3)c(NCc3ccccc3)c2c1`?
USP17 block: -7; USP28 inh: 0; USP8 block: -11; OTUD3 block: 1; USP10 block: 2; UCHL1 block: 7; USP30 block: 10; USP7 block: 5

Results for Cc1cc2n(n1)C(c1ccc(Cl)c(Cl)c1)Nc1ccccc1-2 (stereo not drawn) ?
USP17 block: -1; USP28 inh: 4; USP8 block: -6; OTUD3 block: 0; USP10 block: 11; UCHL1 block: 3; USP30 block: 0; USP7 block: -40

How did COc1cccc(NC(=O)Cn2c3ccccc3n3c(=O)cc(-c4ccccc4)nc23)c1 do in these assays?
USP28 inh: 6; USP8 block: 88*; OTUD3 block: 10; USP10 block: 49*; UCHL1 block: 3; USP30 block: 0; USP7 block: 27

What do the screens show for `Cn1cccc(C(=O)N2CCc3nc(NC(=O)C4CC4)sc3C2)c1=O`?
USP17 block: 16; USP28 inh: 2; USP8 block: -3; OTUD3 block: 2; USP10 block: 0; UCHL1 block: 2; USP30 block: -44; USP7 block: -7

What do the screens show for `Cc1cnnn1-c1ccc(C(=O)Nc2ccc(Cl)cc2)cc1`?
USP17 block: 45*; USP28 inh: 50*; USP8 block: 5; OTUD3 block: 22; USP10 block: 5; UCHL1 block: 2; USP30 block: 58*; USP7 block: 4

How did CCN1C(=O)C(C)(C)COc2ccc(NS(=O)(=O)c3ccccc3F)cc21 do in these assays?
USP17 block: 2; USP28 inh: -12; USP8 block: 0; OTUD3 block: -2; USP10 block: 0; UCHL1 block: -3; USP30 block: -25; USP7 block: 0

What do the screens show for `O=[N+]([O-])c1ccccc1Oc1cnc2ccccc2n1`?
USP17 block: -3; USP28 inh: -1; USP8 block: -50; OTUD3 block: 3; USP10 block: 4; UCHL1 block: 1; USP30 block: 4; USP7 block: -22

Results for Cc1nc(SCC(=O)Nc2cc(Cl)cc(Cl)c2)c2oc3ccccc3c2n1 ?
USP17 block: -1; USP8 block: -1; OTUD3 block: 1; USP10 block: -2; UCHL1 block: -1; USP7 block: 2

Results for CCOc1cccc2cc(-c3cc(=O)oc4cc(OC)ccc34)oc12 ?
USP17 block: 17; USP28 inh: 8; USP8 block: 51*; OTUD3 block: -2; USP10 block: -3; UCHL1 block: 1; USP30 block: -82; USP7 block: 2

How did COc1ccc(O)c(C(=O)c2cc(C#N)c(=O)n(-c3ccccc3C)c2)c1 do in these assays?
USP17 block: 3; USP28 inh: -16; USP8 block: -20; OTUD3 block: -20; USP10 block: -6; UCHL1 block: -36; USP30 block: -77; USP7 block: -30

Grouped by structure: those above with a Cl atom (7)
Results for Cc1nc(-c2csc(S(=O)(=O)Nc3cccc(Cl)c3C)c2)no1 ?
USP17 block: 12; USP28 inh: 14; USP8 block: 16; OTUD3 block: 10; USP10 block: 8; UCHL1 block: 2; USP30 block: 15; USP7 block: 5

What do the screens show for `Cc1snc(Sc2ncc(C(F)(F)F)cc2Cl)c1C#N`?
USP17 block: 0; USP28 inh: 3; USP8 block: -4; OTUD3 block: -5; USP10 block: 2; UCHL1 block: 0; USP30 block: -8; USP7 block: -14

Results for O=C(/C=C/c1ccc(Cl)cc1Cl)NCCCn1ccnc1 ?
USP17 block: 7; USP28 inh: 7; USP8 block: 3; OTUD3 block: 4; USP10 block: 0; UCHL1 block: 1; USP30 block: 9; USP7 block: -2

Results for CC1(C(=O)NC2CCCC2)CCC(=O)N1Cc1ccc(Cl)cc1 (stereo not drawn) ?
USP17 block: 2; USP28 inh: -5; USP8 block: 4; OTUD3 block: -2; USP10 block: 0; UCHL1 block: -3; USP30 block: -20; USP7 block: 3

Results for Cc1cc2n(n1)C(c1ccc(Cl)c(Cl)c1)Nc1ccccc1-2 (stereo not drawn) ?
USP17 block: -1; USP28 inh: 4; USP8 block: -6; OTUD3 block: 0; USP10 block: 11; UCHL1 block: 3; USP30 block: 0; USP7 block: -40

What do the screens show for `Cc1cnnn1-c1ccc(C(=O)Nc2ccc(Cl)cc2)cc1`?
USP17 block: 45*; USP28 inh: 50*; USP8 block: 5; OTUD3 block: 22; USP10 block: 5; UCHL1 block: 2; USP30 block: 58*; USP7 block: 4

Results for Cc1nc(SCC(=O)Nc2cc(Cl)cc(Cl)c2)c2oc3ccccc3c2n1 ?
USP17 block: -1; USP8 block: -1; OTUD3 block: 1; USP10 block: -2; UCHL1 block: -1; USP7 block: 2
